PLK1 kinase inh: inhibitors of human PLK1 kinase; recombinant PLK1 kinase, TR-FRET peptide phosphorylation; inhibition, % at 10 µM; 0.53% of 97,000 active;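 active = inhibition of 50% or more in the single-concentration screen; inactive = inhibition below 50%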;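 also: 0% = DMSO max control and 100% = H-89 dihydrochloride min control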
FAK blocker: inhibitors of human focal adhesion kinase; inhibition, %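 (tested at 7 µM)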; biochemical FAK kinase activity assay; 0.84% of 97,000 active; in the data active = inhibition above about 19%;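 also: 0% = DMSO and 100% = reference compound high control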
ERb SRC1 inh: ER-beta (human) coactivator binding inhibition; Q92731; TR-FRET ER-beta LBD / SRC1-Cy5 peptide binding; receptor agonist-loaded with 1 µM estradiol; inhibition, % at 25.6 µM; 1.3% of 86,000 active; AID 633;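 active = compounds whose percent inhibition of the receptor-coactivator binding signal exceeds about 50% in the single-dose screen, limit read from the data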;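 also: 0% = receptor plus peptide wells without compound and 100% = peptide-only wells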
ERa coact pot: ER-alpha (human) coactivator binding potentiation. coactivator binding (% of control), % at 25.6 µM. AID 639. P03372. 1.3% of 86,000 active. TR-FRET ERalpha-LBD/SRC-Cy5 coactivator binding, 2 h; 100 = basal binding, no effect; in the data active = activity above about 200%;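 also: binding measured in presence of low estradiol as agonist stimulus; 0% = peptide alone without receptor and 100% = receptor with peptide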
CD11b adhes inh: CD11b/CD18-fibrinogen binding inhibition; AID 1497; P05107+P11215; inhibition, % at 10 µM; 0.54% of 93,000 active; K562 CD11b/CD18 adhesion to fibrinogen, ATPlite luminescence; Mn2+ added to activate the integrin;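 active = primary inhibition of 50% or more at 10 µM, then 40% or more on retest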; also: some results filed as inactive read as strong as hits
Target sequence (P05107 whole entry, looked up, other chains not shown): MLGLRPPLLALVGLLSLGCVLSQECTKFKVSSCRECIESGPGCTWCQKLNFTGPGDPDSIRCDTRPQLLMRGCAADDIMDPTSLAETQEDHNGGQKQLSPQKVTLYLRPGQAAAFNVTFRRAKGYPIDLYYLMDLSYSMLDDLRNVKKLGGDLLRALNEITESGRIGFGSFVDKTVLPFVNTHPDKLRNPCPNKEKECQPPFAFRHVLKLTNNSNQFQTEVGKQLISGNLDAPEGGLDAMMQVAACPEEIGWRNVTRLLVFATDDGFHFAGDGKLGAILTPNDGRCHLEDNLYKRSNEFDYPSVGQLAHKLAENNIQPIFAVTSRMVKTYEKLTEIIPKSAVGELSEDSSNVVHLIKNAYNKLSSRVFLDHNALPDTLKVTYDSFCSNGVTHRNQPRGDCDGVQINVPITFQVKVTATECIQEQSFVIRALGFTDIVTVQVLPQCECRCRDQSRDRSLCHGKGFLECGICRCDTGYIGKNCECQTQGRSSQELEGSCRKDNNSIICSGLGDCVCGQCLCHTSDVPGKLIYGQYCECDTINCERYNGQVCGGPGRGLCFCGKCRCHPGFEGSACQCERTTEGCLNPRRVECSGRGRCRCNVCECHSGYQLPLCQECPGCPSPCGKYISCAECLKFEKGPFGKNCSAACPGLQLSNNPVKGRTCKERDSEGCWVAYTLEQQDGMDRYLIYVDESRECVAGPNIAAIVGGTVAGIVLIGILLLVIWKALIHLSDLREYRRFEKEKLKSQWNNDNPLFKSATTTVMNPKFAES
PLK1 PBD inh: Plk1 (human) PBD binding inhibition. 0.13% of 97,000 active. P53350. Plk1 PBD phosphopeptide binding, fluorescence polarization. inhibition, %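 (tested at about 20 µM)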; in the data active = inhibition above about 34%, passing the limit was not always enough
ERa SRC1 inh: blocks coactivator binding to human estrogen receptor alpha; 1.7% of 86,000 active; inhibition, % at 25.6 µM; TR-FRET ER-alpha LBD / SRC-1 peptide, estradiol-bound; in the data active = inhibition above about 50%;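 also: 0% = receptor plus peptide control and 100% = peptide only without receptor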
HIV Rev-RRE inh: HIV Rev-RRE protein-RNA interaction inhibition; P05866; Rev peptide-RRE RNA binding, FRET; inhibition, % at 8 µM; 0.79% of 97,000 active; AID 704;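 active = inhibition above the screen-wide mean plus 3 SD, cut at about 35% in these data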;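 also: 0% = median DMSO wells and 100% = median Neomycin B control wells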
Target sequence (P05866 whole entry, looked up): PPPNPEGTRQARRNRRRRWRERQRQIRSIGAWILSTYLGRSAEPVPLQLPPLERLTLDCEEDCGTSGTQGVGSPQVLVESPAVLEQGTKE
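assay system = Cy5-tagged RRE RNA duplex with fluorescein-tagged Rev peptide | incubation = 5 + 15 min at 25 °C | also added = labelled Rev peptide | measure = % inhibition of FRET ratio versus controls | benchmarks = DMSO wells as 0% and neomycin B wells as 100% inhibition | measured by = FRET fluorescence readout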
Mac1 fbg enh: increases human CD11b/CD18 adhesion to fibrinogen. K562 CD11b/CD18 adhesion to fibrinogen, ATPlite luminescence. 0.07% of 93,000 active. activation, % at 10 µM. P05107+P11215;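 active = 10 µM primary screen giving 50% or more activity, confirmed by 40% or more on retest at that dose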; also: strong numbers were not always called active
* marks the source's active call; other numbers are inactive results; / = not tested or not shown; [ ] = remark or other dose.

1	COc1ccccc1N1CCN(C(=O)c2nn(-c3ccccc3OC)c(=O)c3ccccc23)CC1
2	Cc1csc(NC(=O)CSc2nnc(-c3ccoc3C)n2CCc2ccccc2)n1
3	CC(=O)NC(Cc1c[nH]c2ccccc12)C(=O)NCc1ccc2c(c1)OCO2 (stereo not drawn)
4	COc1cc2c(cc1NC(=O)C(C)OC(=O)C1CC(=O)N(Cc3ccco3)C1)oc1ccccc12 (stereo not drawn)
5	CC(OC(=O)C1CCCO1)C(=O)NC1CCCC1 (stereo not drawn)
6	Cc1cc(NC(=O)c2cnc3ccccn3c2=O)no1
7	Cc1ccc(S(=O)(=O)NC(=O)COc2ccccc2C(N)=O)cc1
8	COc1nn(C(C)C(=O)N2N=C(C(F)F)CC2(O)C(F)F)cc1[N+](=O)[O-] (stereo not drawn)
9	N#Cc1nc(COc2ccccc2F)oc1N1CCCCCC1
10	O=[N+]([O-])c1cccc(/C=C/c2nc(C=Nc3ccccc3)c(O)o2)c1
entry no.	1	2	3	4	5	6	7	8	9	10
PLK1 kinase inh	/	-10	-2	0	-9	-19	-8	-10	-8	-8
FAK blocker	/	1	-4	0	2	0	-1	2	0	1
ERb SRC1 inh	4	4	-3	13[fluorescence artefact?]	2[fluorescence artefact?]	-7	-6[fluorescence artefact?]	-5	1	2
ERa coact pot	95	106	128[fluorescence artefact?]	107[fluorescence artefact?]	118	110	114	104	109	176
CD11b adhes inh	33	3	-3	-14	-15	/	4	/	/	1
PLK1 PBD inh	/	-16	-8	-14	4	-14	-7	-1	5	6
ERa SRC1 inh	-39	10	1	10[fluorescence artefact?]	-1	-5	-5	-13	7	13
HIV Rev-RRE inh	/	6	3	7	1	5	7	1	16	41*
Mac1 fbg enh	-4	0	-5	-1	-3	/	-6	/	/	4

11	O=c1c2cnn(-c3ccccc3)c2ncn1Cc1cccc(Cl)c1
12	COc1ccc(C)cc1N(CC(=O)Nc1cccc(N(C)S(C)(=O)=O)c1)S(C)(=O)=O
13	O=C(CN1C(=O)C2CCCN2C(=O)c2ccccc21)Nc1ccccc1-n1cccc1 (stereo not drawn)
14	O=C(NCCC1=CCCCC1)C1CCN(S(=O)(=O)c2ccc(-n3cnnn3)cc2)CC1
15	O=C1C2C3C=CC(C3)C2C(=O)N1c1ccc2c(c1)OCO2 (stereo not drawn)
16	CCOC(=O)CSc1nc2ccccc2c(=O)[nH]1
17	CC1CCCC(C)N1CCCNC(=O)Cn1cc2c(n1)CCCC2 (stereo not drawn)
18	CC1=CC(=C(C#N)c2nc3ccccc3s2)C=C(C)N1Cc1ccco1
19	Cn1c(/C(C#N)=C2/CCCCCN2)nc2ccccc21
20	O=C(NCc1ccc(F)cc1)C1CCCN(S(=O)(=O)c2cccnc2)C1 (stereo not drawn)
entry no.	11	12	13	14	15	16	17	18	19	20
PLK1 kinase inh	/	-11	-2	-10	-9	72*	-10	-14	/	-12
FAK blocker	/	1	-4	6	-3	-3	-9	-1	/	0
ERb SRC1 inh	7[fluorescence artefact?]	-3	3	-2	/	-10	12[fluorescence artefact?]	/	-10	/
ERa coact pot	161[fluorescence artefact?]	109	123	117	/	127	95	/	108	/
CD11b adhes inh	-24	-6	/	-1	12	2	-6	2	-2	-29
PLK1 PBD inh	/	0	-5	3	-20	2	-17	-4	/	-8
ERa SRC1 inh	14[fluorescence artefact?]	-8	-3	3[fluorescence artefact?]	/	-9	0	/	-1	/
HIV Rev-RRE inh	/	5	0	6	2	7	4	6	/	0
Mac1 fbg enh	0	0	/	-2	-7	-2	0	-5	1	-4

21	COc1ccccc1NC(C)=O
22	CC(C)OC(=O)CSc1nnc(CNc2ccc(Cl)cc2)n1Cc1ccccc1
23	CCOC(=O)CNC(=O)C(NC(=O)C1CCC(C)CC1)C(C)CC (stereo not drawn)
24	O=C1CC(N2CCCCC2)C(=O)N1c1ccccc1 (stereo not drawn)
25	Cc1ccc(N(CC(=O)Nc2c(C)n(C)n(-c3ccccc3)c2=O)S(C)(=O)=O)cc1C
26	Clc1ccccc1CSc1nnc(-c2ccccn2)n1Cc1ccco1
27	CN(C)S(=O)(=O)c1cccc(C(=O)Nc2cc(Cl)cc(Cl)c2)c1
28	CC(C)Cn1c(C(C)NC(=O)Cc2ccccc2)nc2ccccc21 (stereo not drawn)
29	CCn1c(SCC(=O)N/N=C/C=C\c2ccccc2[N+](=O)[O-])nc2ccccc21
30	Cc1cc(C)c(S(=O)(=O)N2CCCC(C(=O)NCCC3=CCCCC3)C2)c(C)c1 (stereo not drawn)
entry no.	21	22	23	24	25	26	27	28	29	30
PLK1 kinase inh	/	-10	/	-2	-6	-19	-8	-11	-2	-5
FAK blocker	/	3	/	-1	2	1	-3	-1	-1	2
ERb SRC1 inh	6	-3	-3[fluorescence artefact?]	3[fluorescence artefact?]	-2	1	/	13	/	-7
ERa coact pot	104	107	107	111	109	87	/	91	/	104
CD11b adhes inh	1	/	-33	/	/	-5	26	-11	-1	/
PLK1 PBD inh	/	18	/	-11	2	-3	11	-10	5	12
ERa SRC1 inh	-1	-5	-1[fluorescence artefact?]	-3	18	-1	/	0	/	-8
HIV Rev-RRE inh	/	4	/	10	3	8	18	3	1	4
Mac1 fbg enh	-1	/	9	/	/	-3	1	7	-2	/

31	Cc1nnc(NC(=O)Nc2ccc(Cl)c(Cl)c2)s1
32	Cc1ccc(S(=O)(=O)N2C(=O)CCC2C(=O)N2CCN(C)CC2)cc1 (stereo not drawn)
33	Cc1cc(C)n(CCSCC(=O)O)n1
34	CCOC(=O)COc1ccc(S(=O)(=O)Nc2ccc3c(c2)OCCO3)cc1
35	O=C(Oc1ccc(-c2nnco2)cc1)N1CCCCC1
36	COc1ccc(C)cc1NC(=O)Nn1cnnc1
37	CCN(c1ccccc1)S(=O)(=O)c1ccc(OC)c(OC)c1
38	COc1ccccc1CN(Cc1nc2ccccc2c(=O)[nH]1)C(=O)Nc1ccccc1
39	O=C(O)c1ccnc(C(=O)O)c1
40	O=C(CN1C(=O)CCSc2ccccc21)Nc1ccccc1
entry no.	31	32	33	34	35	36	37	38	39	40
PLK1 kinase inh	-8	-9	-10	-10	-3	-8	-3	-5	-6	/
FAK blocker	-4	-1	1	1	-1	-1	-2	6	-2	/
ERb SRC1 inh	/	0[fluorescence artefact?]	-4	-2	-6	-9	-4	-3	/	-2[fluorescence artefact?]
ERa coact pot	/	104	101	95[fluorescence artefact?]	105	108	101	120	/	114
CD11b adhes inh	37	-6	-38	13	7	1	2	-20	15	-11
PLK1 PBD inh	0	7	4	-3	7	33	7	11	-6	/
ERa SRC1 inh	/	-9	5[fluorescence artefact?]	-23[fluorescence artefact?]	-2	-3	-3	19	/	2[fluorescence artefact?]
HIV Rev-RRE inh	5	4	4	3	3	5	6	9	5	/
Mac1 fbg enh	2	-3	1	0	19	-6	2	-1	-1	-4

41	COC(=O)c1cn(C(=O)OC)c2ccccc12
42	c1cncc(C(c2nnnn2C2CCCCC2)N2CCN3CCCC3C2)c1 (stereo not drawn)
43	CCCCN1C(=O)/C(=C/C=C2\N(C)c3ccccc3C2(C)C)SC1=S
44	COc1cccc(C(=O)NC2CCN(CC(=O)Nc3nccs3)CC2)c1
45	O=C(Oc1ccc(Br)cc1)c1cncc(Br)c1
46	CCCc1noc(-c2ccc(-c3ccccc3)cc2)n1
47	CCc1nnc(NC(=O)c2cc3c(s2)CCCCC3)s1
48	CCOC(=O)N1CCN(C(=O)NC23CC4CC(CC(C4)C2)C3)CC1
49	Cc1ccc(NS(=O)(=O)c2cc(C(=O)NCCSc3ccc(C)cc3)ccc2C)cc1
50	CCn1c(COc2ccc(=O)n(-c3ccccc3)n2)nnc1SCc1ccccc1C
51	O=S(=O)(Nc1ccccc1N1CCCCC1)c1ccc(Cl)s1
52	CC(C)[C@H](NC(=O)NCc1ccco1)C(=O)O
53	Cc1cc(C(=O)NCC(c2ccco2)N(C)C)no1 (stereo not drawn)
entry no.	41	42	43	44	45	46	47	48	49	50	51	52	53
PLK1 kinase inh	-10	-13	-39	-5	-3	6	-19	-12	3	-2	-6	-14	-11
FAK blocker	-1	-2	4	-2	-1	-2	-5	-4	3	1	0	0	6
ERb SRC1 inh	2	-24	/	-14[fluorescence artefact?]	-2	/	10[fluorescence artefact?]	/	/	/	-10	5	/
ERa coact pot	90	101	/	100	94	/	127	/	/	/	100	107	/
CD11b adhes inh	-16	/	16	/	0	12	/	3	/	4	-12	1	-39
PLK1 PBD inh	-7	12	-260	-6	13	9	13	9	22	3	21	3	12
ERa SRC1 inh	-2	-20	/	-8	-1	/	8[fluorescence artefact?]	/	/	/	-4	-5	/
HIV Rev-RRE inh	6	1	140*[fluorescence artefact?]	0	11	12	2	3	5	5	5	3	4
Mac1 fbg enh	1	/	-4	/	-1	-2	/	4	/	7	0	2	1

In the list so far, these have an aryl thioether with sulfur outside any ring:
2	Cc1csc(NC(=O)CSc2nnc(-c3ccoc3C)n2CCc2ccccc2)n1
16	CCOC(=O)CSc1nc2ccccc2c(=O)[nH]1
22	CC(C)OC(=O)CSc1nnc(CNc2ccc(Cl)cc2)n1Cc1ccccc1
26	Clc1ccccc1CSc1nnc(-c2ccccn2)n1Cc1ccco1
29	CCn1c(SCC(=O)N/N=C/C=C\c2ccccc2[N+](=O)[O-])nc2ccccc21
49	Cc1ccc(NS(=O)(=O)c2cc(C(=O)NCCSc3ccc(C)cc3)ccc2C)cc1
50	CCn1c(COc2ccc(=O)n(-c3ccccc3)n2)nnc1SCc1ccccc1C
entry no.	2	16	22	26	29	49	50
PLK1 kinase inh	-10	72*	-10	-19	-2	3	-2
FAK blocker	1	-3	3	1	-1	3	1
ERb SRC1 inh	4	-10	-3	1	/	/	/
ERa coact pot	106	127	107	87	/	/	/
CD11b adhes inh	3	2	/	-5	-1	/	4
PLK1 PBD inh	-16	2	18	-3	5	22	3
ERa SRC1 inh	10	-9	-5	-1	/	/	/
HIV Rev-RRE inh	6	7	4	8	1	5	5
Mac1 fbg enh	0	-2	/	-3	-2	/	7

This is a random part of the collection. About 4.7% of those tested had a hit in this group.
